Assay outcomes from PubChem BioAssay.
FBPA Giardia inh: qHTS Assay for Inhibitors of Fructose-1,6-bisphosphate Aldolase from Giardia Lamblia. A8B2U2. purified Giardia FBPA. Potency, µM (titrated, usually from 59.6 µM), for the others: at the top dose activity, negative = inhibition, usual class: inhibitors. 290,000 compounds, 0.71% hits. AID 2451, 2010; further: potency means the concentration at half of the fitted maximal effect; nearly all actives have a fitted effect of over 55% in size
Target sequence (A8B2U2 whole entry, looked up): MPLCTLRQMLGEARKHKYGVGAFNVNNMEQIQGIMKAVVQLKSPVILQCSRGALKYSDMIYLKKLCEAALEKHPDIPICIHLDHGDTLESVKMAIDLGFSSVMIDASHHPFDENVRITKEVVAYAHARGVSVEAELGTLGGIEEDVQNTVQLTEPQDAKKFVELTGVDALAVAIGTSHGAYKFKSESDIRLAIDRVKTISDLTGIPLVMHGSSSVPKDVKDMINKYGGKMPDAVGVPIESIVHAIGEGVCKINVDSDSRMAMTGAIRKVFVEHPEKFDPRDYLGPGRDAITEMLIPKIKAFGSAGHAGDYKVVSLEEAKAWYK
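40 nM FBPA preincubated 10 min at RT with compound (up to 57.5 uM final), then substrate plus GAPDH/TPI/NAD/arsenate coupling and diaphorase/resazurin added. Fluorescence read after 20 min at RT, 525/598 nm.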
HCMV antiviral: qHTS Assay for inhibitors of the human cytomegalovirus (HCMV); HFF cells, HCMV-luciferase reporter, 72 h; stronger effect = lower value; activity change, negative = inhibition, % at 57.5 µM; 410,000 compounds, 4.5% hits; in the data active means activity change below about -60%; inconclusive means no clear call, values can overlap the other calls; inactive means above about -39%
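Inhibition of viral replication was scored as loss of reporter luminescence in HFFs infected with HCMV-luciferase (MOI 1 PFU/cell) for 72 h; compounds tested at 2 doses, normalized to buffer and Salinomycin controls.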
Sm TGR inh: qHTS Assay for the Inhibitors of Schistosoma Mansoni Peroxiredoxins | Schistosoma mansoni thioredoxin glutathione reductase (TGR), Q962Y6 | purified TGR, DTNB reduction, TNB absorbance 405 nm | Potency, µM (doses to about 114 µM), for inactives: at the highest dose activity change, negative = inhibition, hits mostly inhibitors | 360,000 compounds, 3% hits | AID 485364, 2010; further: potency means the concentration at half of the fitted maximal effect; nearly all actives have a fitted effect of over 60% in size
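First, TGR (20 nM dispensed) and NADPH were mixed with compound. Second, a 15 min room-temperature incubation followed. Third, further NADPH and then DTNB were added to start the reaction. Finally, TNB absorbance was monitored kinetically.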
AmpC no deterg: qHTS Inhibitors of AmpC Beta-Lactamase (assay without detergent) | P00811 | AmpC nitrocefin hydrolysis, absorbance 480 nm, 0.0001% Triton | 330,000 compounds, 0.52% hits | Potency, µM (titrated, usually from 57.1 µM), for the others: at the top dose activity change, negative = inhibition, most hits filed as inhibitors;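 further: potency means the concentration at half of the fitted maximal effect; plate controls were no compound for no effect and no enzyme for full effect; nearly all actives have a fitted effect of over 20% in size; some results filed as inactive show a strong effect at the top dose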
Target sequence (P00811 whole entry, looked up): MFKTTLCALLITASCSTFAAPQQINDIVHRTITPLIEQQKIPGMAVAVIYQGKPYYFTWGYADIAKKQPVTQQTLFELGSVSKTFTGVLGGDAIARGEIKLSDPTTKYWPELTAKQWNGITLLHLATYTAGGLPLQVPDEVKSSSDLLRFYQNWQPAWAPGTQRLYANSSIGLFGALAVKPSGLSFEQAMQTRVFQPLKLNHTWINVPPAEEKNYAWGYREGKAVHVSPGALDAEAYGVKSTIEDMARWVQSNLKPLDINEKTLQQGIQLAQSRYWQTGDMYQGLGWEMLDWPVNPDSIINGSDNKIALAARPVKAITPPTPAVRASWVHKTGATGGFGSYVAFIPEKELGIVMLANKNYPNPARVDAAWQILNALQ
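20 mM phosphate pH 7.0 + 0.01% (detergent screen) or 0.0001% Triton X-100; 5.3 nM AmpC reagent; cpd preinc 15 min RT; nitrocefin (800 uM stock) to start; A480 q20 s × 4 min; Activity was normalised to no-enzyme and no-compound control wells.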
AMA1 RON2 block: qHTS for Inhibitors of AMA1-RON; Towards Development of Antimalarial Drug Lead: Primary Screen; Potency, µM (highest dose often 58.2 µM), for inactives: top-dose activity change, negative = inhibition, actives largely listed as inhibitors; AlphaScreen AMA1-biotinylated RON2 peptide binding; AID 720542, 2013; Plasmodium falciparum AMA1 (3D7) - RON2 peptide interaction; 360,000 compounds, 0.2% hits;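 further: potency means the concentration at half of the fitted maximal effect; 0% = vehicle wells and -100% = peptide control; nearly all actives have a fitted effect of over 45% in size; some results filed as inactive show a strong effect at the top dose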
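AMA1 (3D7) with his tag at 25 nM final met compounds first, then biotinylated RON2 peptide at 25 nM; detection used donor plus acceptor beads, 10 µg/mL apiece, read by AlphaScreen after 30 min at room temperature.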
AmpC detergent: qHTS Inhibitors of AmpC Beta-Lactamase (assay with detergent). P00811. AmpC hydrolysis of nitrocefin, absorbance 480 nm, 0.01% Triton. Potency, µM (doses to about 114 µM), for the others: top-dose activity change, negative = inhibition, actives largely listed as inhibitors. 370,000 compounds, 0.041% hits;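 further: potency means the concentration at half of the fitted maximal effect; 0% = no-compound wells and -100% = no-enzyme wells; nearly all actives have a fitted effect of over 25% in size; some results filed as inactive show a strong effect at the top dose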
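20 mM phosphate pH 7.0 + 0.01% (detergent screen) or 0.0001% Triton X-100; 5.3 nM AmpC reagent; cpd preinc 15 min RT; nitrocefin (800 uM stock) to start; A480 q20 s × 4 min; Activity was normalised to no-enzyme and no-compound control wells.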
An asterisk follows results filed as active; ? = inconclusive; . = no result given; [ ] = dose if it differs, or a comment. Unless noted, the call rests on the fitted dose curve; in most records, active means well fitted curve in the direction sought with a large enough effect; inconclusive means small, poorly fitted or top-dose-only effect, or another doubt; inactive means no such curve, though single readings can be large; an effect the other way counts as inactive or inconclusive. Unless noted, on the % scale 0 is the no-effect control and ±100 the full control effect. Outcome played no part in choosing rows. Share with any hit: about 7.8%.

nr	molecule	FBPA Giardia inh	AmpC detergent	AMA1 RON2 block
1	O=C(NC12CC3CC(CC(C3)C1)C2)c1cccnc1	1%	-7%	-9%
2	CC/C(=N/NC(=O)CNc1ccc(Cl)cc1C)c1ccccc1	0%	-7%	2%
3	CC1CC(C)CN(CCCn2c(=S)[nH]c3ccccc3c2=O)C1 (centres undefined)	0%	0%	-9%
4	CCC12CN3CCN(CC(C3)/C1=N\NC(=O)c1ccc(F)cc1)C2	0%	?	14%
5	Cc1ccccc1NC(=O)Cn1c(=O)n(Cc2ccccc2)c(=O)c2sc3ccccc3c21	.	-2%	.
6	COc1ccc(CC(=O)Nc2cc(=O)n(C)c(=O)n2C)cc1OC	5%	-2%	-8%
7	COc1cccc(CN(C)C(=O)c2cc(S(=O)(=O)NCc3ccccc3)ccc2C)c1OC	.	-11%	57%[activator]
8	CCOc1ccc(C2C(C(=O)c3ccco3)=C(O)C(=O)N2Cc2cccnc2)cc1OC (centres undefined)	-24%	-3%	9%

nr	AmpC no deterg	Sm TGR inh	HCMV antiviral
1	-5%	2%	4
2	-23%	-1%	-1
3	-35%	8%	5
4	-9%	-35%	6
5	.	7%	0
6	-8%	0%	17
7	0%	-13%	-7
8	-13%	2%	12

(next part)
nr	molecule	FBPA Giardia inh	AmpC detergent	AMA1 RON2 block
9	CN(CCCNC(=O)Cn1cc2c(n1)CCCC2)C1CCCCC1	-2%	-14%	9%
10	CCOC(=O)N1CCC(NC(=O)c2cc(COc3c(C)cccc3C)on2)CC1	.	-1%	-2%
11	COc1ccc(Cl)cc1CNCCSc1nnnn1C	.	2%	.
12	Cc1nn(C)c2c1c(-c1ccccc1)cc(=O)n2CC(=O)NC(C)C	.	0%	.
13	O=C(COc1ccc(Cl)cc1Cl)NCCCNC(=O)c1cnccn1	5%	?	15%
14	Cc1cc(C)n(C(=O)c2ccc([N+](=O)[O-])c(Cl)c2)n1	0%	2%	4%
15	Cc1cc(NC(=O)CCN2C(=O)C3C4C=CC(C4)C3C2=O)ccc1Br (centres undefined)	7%	-7%	4%
16	Cc1cccc(NC(=S)N(c2ccccc2)C(C)C)c1C	-1%	-9%	3%

nr	AmpC no deterg	Sm TGR inh	HCMV antiviral
9	-4%	4%	-4
10	107%[activator]	-24%	?
11	.	-2%	?
12	.	2%	-12
13	-9%	1%	?
14	-42%	0%	7
15	30%	7%	-68*
16	-4%	1%	-31

Carrying on:
nr	molecule	FBPA Giardia inh	AmpC detergent	AMA1 RON2 block
17	Cc1ccc(N2C(=O)CS(=O)(=O)C23C(=O)Nc2ccccc23)cc1C (centres undefined)	.	-4%	.
18	O=[N+]([O-])c1cccnc1SCc1ccccc1	1%	-11%	-6%
19	CC1(C)CC(=O)C=C(NCCN2CCN(C(=S)Nc3ccccc3)CC2)C1	6%	-3%	8%
20	NS(=O)(=O)c1ccc(O)c(NC(=O)c2ccc([N+](=O)[O-])cc2)c1	-2%	4%	14%
21	Cc1cc(C)nc(NN2C(=O)/C(=C/c3ccc(O)cc3)SC2=S)n1	-30%	-3%	11%
22	CN(C)CCNC(=O)CCCn1c(=O)c2cccn2c2ccccc21	.	17%	.
23	CC1(C)Cc2cccc(OCC(=O)N3CCN(c4ccccc4)CC3)c2O1	4%	0%	5%
24	CCOC(=O)CCCCCC(=O)Nc1ccc2c(c1)C(=O)N([C@H](C)CO)C[C@@H](C)[C@H](CN(C)Cc1ccc3c(c1)OCO3)O2	.	.	-5%

nr	AmpC no deterg	Sm TGR inh	HCMV antiviral
17	.	0%	7
18	-24%	2%	34
19	27%	-5%	24
20	-17%	.	29
21	-58%	-3%	7
22	.	1%	16
23	46%	?	-22
24	212%[activator]	.	43

The list continues.
nr	molecule	FBPA Giardia inh	AmpC detergent	AMA1 RON2 block
25	CCOC(=O)CCc1c(C)c(C#N)c2nc3ccccc3n2c1-n1cnc2ccccc21	4%	0%	1%
26	COC(=O)c1nn(-c2ccc(OC)cc2)ccc1=O	8%	-10%	-9%
27	O=c1ccc2cc(S(=O)(=O)N3CCN(c4ccccc4)CC3)ccc2[nH]1	-13%	-12%	5%
28	CCCn1c(CCC(=O)O)nc2cc(S(N)(=O)=O)ccc21	0%	-4%	-3%
29	CCOc1nc(-c2ccc(OC)cc2)ccc1-c1noc(-c2cc(OC)c(OC)c(OC)c2)n1	11%	-5%	-15%
30	COc1ccc(OCCn2cnc(Cl)c2Cl)cc1	-5%	2%	-4%
31	C[C@@H]1O[C@@H](O[C@H]2C[C@@H](O)[C@]3(CO)[C@@H]4C(CC[C@]3(O)C2)[C@@]2(O)CC[C@H](C3COC(=O)C3)[C@@]2(C)C[C@H]4O)[C@H](O)[C@H](O)[C@H]1O (some centres undefined)	.	-13%	11%
32	Cc1cc(C)cc(N2C(=O)CC(n3nc(C)cc3C)C2=O)c1 (centres undefined)	5%	?	10%

nr	AmpC no deterg	Sm TGR inh	HCMV antiviral
25	-12%	-3%	18
26	-22%	-2%	5
27	-4%	-22%	-2
28	-15%	-13%	-30
29	-5%	24%	-10
30	-14%	3%	-25
31	-48%	-8%	-99*
32	-8%	-1%	17

Further records.
nr	molecule	FBPA Giardia inh	AmpC detergent	AMA1 RON2 block
33	NNC(=O)C1CC1c1ccc(Cl)cc1 (centres undefined)	11%	-19%	24%
34	CCOC(=O)[C@@H]1[C@H]2COc3ccccc3[C@@H]2N2C(=O)N(c3cccc(C)c3)C(=O)[C@]12C	4%	?	-8%
35	Cc1ccc(Nc2nc3c(c(=O)[nH]2)CCCC3)cc1	-10%	-7%	4%
36	Cc1cc(N2C(=O)C(O)=C(C(=O)c3ccco3)C2c2cccc(Oc3ccccc3)c2)no1 (centres undefined)	.	-8%	-1%
37	COc1ccccc1CNc1ncnc2onc(-c3ccc(Cl)cc3)c12	.	7%	.
38	CN1CCN(S(=O)(=O)c2cccc(C(=O)Nc3cc(C(F)(F)F)ccc3N3CCCCC3)c2)CC1	.	0%	-17%
39	COc1cc(NC(=O)Cn2ncc(Cl)c(Cl)c2=O)c(C)cc1[N+](=O)[O-]	-1%	1%	25%
40	CCn1nnnc1NC(=O)c1cc(OC)c(OC)c(OC)c1	1%	6%	0%

nr	AmpC no deterg	Sm TGR inh	HCMV antiviral
33	-29%	-2%	-22
34	71%[activator]	-24%	-27
35	-24%	-22%	22
36	-42%	-14%	-8
37	.	0%	-22
38	66%[activator]	2%	-11
39	-13%	40µM*	-96*
40	-18%	.	41

Random excerpt: 4 records from the list
nr	molecule	FBPA Giardia inh	AmpC detergent	AMA1 RON2 block
39	COc1cc(NC(=O)Cn2ncc(Cl)c(Cl)c2=O)c(C)cc1[N+](=O)[O-]	-1%	1%	25%
5	Cc1ccccc1NC(=O)Cn1c(=O)n(Cc2ccccc2)c(=O)c2sc3ccccc3c21	.	-2%	.
10	CCOC(=O)N1CCC(NC(=O)c2cc(COc3c(C)cccc3C)on2)CC1	.	-1%	-2%
26	COC(=O)c1nn(-c2ccc(OC)cc2)ccc1=O	8%	-10%	-9%

nr	AmpC no deterg	Sm TGR inh	HCMV antiviral
39	-13%	40µM*	-96*
5	.	7%	0
10	107%[activator]	-24%	?
26	-22%	-2%	5

The list continues.
nr	molecule	FBPA Giardia inh	AmpC detergent	AMA1 RON2 block
41	COCCOC(=O)c1c(C)n(C)c2ccc(OC(=O)c3c(OC)cccc3OC)cc12	6%	-1%	-4%
42	COC(=O)Cc1ccc(Oc2ncc(C(F)(F)F)cc2Cl)cc1	2%	-1%	42%[activator]
43	Cn1nc(-c2ccccc2)c(CO)c1Oc1cccc(C(F)(F)F)c1	0%	4%	0%
44	Cc1cc(-c2ccc(S(=O)(=O)Nc3cccc(Cl)c3C)cc2)on1	.	3%	.
45	CCOC(=O)c1ccccc1NC(=O)COc1coc(CN2CCc3ccccc32)cc1=O	.	?	?
46	CC(=O)c1ccc(NC(=O)CN2C(=O)/C(=C/C=C/c3ccccc3)SC2=S)cc1	-3%	2%	35%[activator]
47	CS(=O)(=O)c1cccc(C(=O)N(CCc2ccccc2)Cc2cccs2)c1	-1%	-11%	-9%
48	O=C(CCNC(=O)c1ccc(Cl)cc1)NCc1cccc(C(F)(F)F)c1	.	2%	15%

nr	AmpC no deterg	Sm TGR inh	HCMV antiviral
41	84%[activator]	8%	5
42	10%	3%	-18
43	16%	4%	-4
44	.	3%	?
45	45%	-3%	5
46	?	-9%	?
47	59%	-23%	0
48	6%	-5%	-8

Copied from the list:
Entry of `Cn1nc(-c2ccccc2)c(CO)c1Oc1cccc(C(F)(F)F)c1` under AMA1 RON2 block: 0%
Entry of `CS(=O)(=O)c1cccc(C(=O)N(CCc2ccccc2)Cc2cccs2)c1` under AmpC detergent: -11%
Entry of `CC(=O)c1ccc(NC(=O)CN2C(=O)/C(=C/C=C/c3ccccc3)SC2=S)cc1` under Sm TGR inh: -9%

Later entries
nr	molecule	FBPA Giardia inh	AmpC detergent	AMA1 RON2 block
49	CC(=O)Nc1cc2c(=O)n(Cc3ccccc3)c(C)nc2cc1N1CCOCC1	-18%	-16%	23%
50	COc1ccc2[nH]c(C(=O)N3CCNCC3)cc2c1OC	-4%	-1%	6%
51	CC(=O)c1sccc1NC(=O)c1ccccc1C(=O)O	12%	4%	-7%
52	COc1ccc(N2CCOCC2)c(NC(=O)c2cccs2)c1	.	-8%	17%
53	O=C1C(Cl)=C(N2CCOCC2)C(=O)N1CCc1ccccc1	9%	-11%	49%[activator]
54	Cc1ccc(-n2c(/C=C/c3ccccc3)nc3ccccc3c2=O)cc1Cl	.	4%	.
55	COc1ccc(C2CC(c3cccs3)=Nc3ccccc3S2)cc1OC (centres undefined)	2%	2%	-4%
56	O=C(N1CCOCC1)N1CCN(c2ccc(F)cc2)CC1	1%	5%	0%
57	CCc1nc2ccc(C(=O)N(C)CC(=O)Nc3ccc(Cl)c(C(F)(F)F)c3)cc2nc1CC	.	-1%	-15%

nr	AmpC no deterg	Sm TGR inh	HCMV antiviral
49	-9%	6.3µM*	5
50	100%[activator]	-29%	117
51	-8%	20%	9
52	-1%	-17%	?
53	-13%	0%	65
54	.	11%	-35
55	-14%	7%	81
56	-22%	0%	-4
57	150%[activator]	?	.
